Bioassay records from PubChem BioAssay.
F508del corr – correctors of CFTR F508del function in bronchial epithelial cells. CFBE cells, YFP halide quenching; stimulated with forskolin plus potentiator P3; % fluorescence drop versus neutral controls. activity (quench increase), % at 7.58 µM. 0.36% of 350,000 active. AID 720511;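 active = mean added fluorescence quench of at least 8% versus neutral control, with both replicates also reaching 8%; inconclusive = only one of the mean or replicate conditions met; inactive = mean below 8% and not both replicates reaching 8%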;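 also: cells transiently co-express mutant CFTR-F508del with the halide-sensitive YFP; corrector assay measuring rescue of mutant channel to the surface after 24 h compound exposure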
XiGFP reactiv – activators of X-chromosome reactivation in mouse fibroblasts; XiGFP mouse fibroblasts, % GFP-positive cells imaging, 3 d; cells co-treated with 5-aza-dC sensitizer; scaled so ellipticine positive control = 100%; activation, % at 7.58 µM; 0.055% of 360,000 active; AID 743238;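 active = mean normalized replicate activation at least 10% and every replicate at or above 10%; inconclusive = only one of the two criteria met; inactive = mean below 10% and not all replicates reach 10%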;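 also: 0% = median of on-plate neutral control wells and 100% = ellipticine 6 µM median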
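System: 68-5-11 XiGFP fibroblast line | Buffer or medium: DMEM containing 5-aza-dC | Compound: Single point | Times: Compounds 3 days, fix/stain 15 min at room temperature | Benchmarks: Positive control ellipticine, 6 µM final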
ARNT TACC3 PPI – ARNT/TACC3 interaction disruption; AlphaScreen His-ARNT PAS-B/GST-TACC3 binding, luminescence; TACC3 fragment carries E629A point mutation; Q9Y6A5; 0.66% of 390,000 active; inhibition, % at 9.99 µM;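 active = mean inhibition of replicates at least 50% and at least half of replicates each reaching 50%; inconclusive = half or more replicates reach 50% but mean below 50%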;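 also: 0% = complete ARNT plus TACC3 wells and 100% = ARNT alone without TACC3; many hits fall short of the cut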
DENV2 CPE – DENV2-induced cell death inhibition; DENV2-infected cells, cytopathic effect rescue, plate reader; CPE inhibition, % at 9.99 µM; 1.7% of 350,000 active; AID 651640; in the data active = CPE inhibition above about 20%, passing the limit was not always enough; inconclusive = no clear call, values can overlap the other calls; tested in BHK-21 cells;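 also: 0% = median of neutral control wells and 100% = median of positive control wells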
ERp5 block – blocks human ERp5 reductase activity on insulin. Q15084. ERp5 insulin aggregation, absorbance 650 nm, 90 min. inhibition, % at 9.99 µM. 0.05% of 350,000 active;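 active = mean replicate inhibition above about 25%, with every replicate also reaching it, limit read from the data, passing the limit was not always enough; inconclusive = only one of those two criteria met; inactive = neither criterion met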
Target sequence (Q15084 whole entry, looked up): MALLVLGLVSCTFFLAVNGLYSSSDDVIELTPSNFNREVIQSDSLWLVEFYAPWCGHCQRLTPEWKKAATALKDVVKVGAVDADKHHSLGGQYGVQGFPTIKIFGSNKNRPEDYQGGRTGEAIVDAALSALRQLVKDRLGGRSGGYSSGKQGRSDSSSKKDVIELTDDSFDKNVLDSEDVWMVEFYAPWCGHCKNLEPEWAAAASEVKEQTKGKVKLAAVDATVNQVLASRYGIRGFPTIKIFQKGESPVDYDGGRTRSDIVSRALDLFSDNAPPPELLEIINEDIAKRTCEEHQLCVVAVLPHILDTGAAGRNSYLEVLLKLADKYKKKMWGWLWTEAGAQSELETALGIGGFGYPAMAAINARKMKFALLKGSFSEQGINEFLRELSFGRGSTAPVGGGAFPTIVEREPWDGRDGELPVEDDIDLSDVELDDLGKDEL
GSIS activator – primary screen for activators of insulin secretion dependent on glucose, INS-1E cells, GLuc reporter luminescence; INS-1E GLuc reporter insulin secretion, 2-3 h; activation, % at 16.6 µM; 0.61% of 370,000 active;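 active = lowest replicate activation of at least 40%, so every replicate reaches that level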;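 also: 0% = median of neutral control wells and 100% = median of IBMX positive control wells; some compounds called inactive have numbers as strong as hits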
PAX8 reporter – lowers PAX8-driven luciferase in RMG-I cells. 1.2% of 360,000 active. AID 652154. inhibition, % at 12.6 µM. RMG-I TPO-luciferase reporter, SteadyGlo, 24 h;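 active = mean replicate inhibition at least 60% with every replicate also reaching 60%; inconclusive = only one of the two criteria is met; inactive = mean below 60% and not all replicates reaching 60%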;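 also: luciferase light reporting Pax8 driven TPO promoter activity; plate controls were median of neutral control wells for no effect and mitoxantrone controls for full effect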
EWS-Fli inh – blocks EWS/Fli oncoprotein-driven transcription; A673 NR0B1-luciferase reporter, viability-normalised; inhibition, % at 12.6 µM; 0.67% of 350,000 active; AID 651661;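 active = mean inhibition of at least 50% after viability correction, with every replicate also passing that limit; inconclusive = mean reaches 50% but only one of two replicates passes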;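 also: firefly luciferase signal divided by Alamar Blue viability fluorescence both relative to DMSO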
Active calls of the source: *; u = inconclusive; x = no result given; & = joins results of further samples. Rows were taken by chance (roughly 4.2% active in at least one column).

structure	F508del corr	XiGFP reactiv	ARNT TACC3 PPI	DENV2 CPE	ERp5 block	GSIS activator	PAX8 reporter	EWS-Fli inh
CC1CCN(C(=O)COC(=O)c2cccc(NS(=O)(=O)c3ccccc3)c2)CC1	-0.4	0.2	3	-1	-2	-2	-26	1
Cc1ccc(NC(=O)Cn2c(=O)cnc3ccccc32)cc1S(=O)(=O)N1CCCCC1	2.0	0.2	1	-2	-5	-20	12	7
Cc1ccncc1CNC(=O)c1ccccc1	-1.9	0.1	-7	-6	3	3	x	-4
CCOC(=O)c1ccc(NC(=O)c2nc[nH]c2C(=O)N[C@@H](CC(C)C)C(=O)OC(C)(C)C)cc1	-2.2	0.0	-10	4	1	12	46	36
COCC#Cc1ccc2c(c1)O[C@@H](CN(C)S(=O)(=O)c1ccc(C)cc1)[C@H](C)CN([C@H](C)CO)S2(=O)=O	2.7	-1.3	3	-8	1	-9	x	2
OC(COCC1COc2ccccc2O1)CN1CCN(c2ccc(F)cc2)CC1 (stereo not drawn)	x	0.5	0	4	6	-66	18	12
COc1ccc(-c2ccc3n(c2=O)C[C@H]2[C@H](CO)[C@@H](C(=O)Nc4ccccc4)N(C)[C@@H]32)cc1	-3.2	0.1	x	7	9	-7	x	3
COC(=O)[C@]1(Cc2ccccc2)N[C@H](CN(C)C(=O)c2ccc(C)cc2)[C@@H]2C(=O)N(C)C(=O)[C@@H]21	-1.6	0.0	2	-2	-6	0	6	0
CCOc1ccc(-c2cc(C(=O)OC)nc3c2c(=O)n(C)c(=O)n3C)cc1	-1.3	x	0	4	3	14	-19	-2
C[C@H]1CN([C@@H](C)CO)C(=O)c2cc(C#Cc3ccncc3)cnc2O[C@H]1CN(C)C(=O)CN(C)C	-2.0	-0.9	x	7	0	18	26	-1
CCCn1c(=O)c2ccccc2n2c(SCCOc3ccc(Cl)cc3)nnc12	5.4	x	-1	-8	0	9	x	11
COc1cc(CC(=O)OCn2nnc3ccccc3c2=O)cc(OC)c1OC	-1.4	0.0	-5	-2	-4	18	-3	-3
Cn1c(N)c(C(=O)COC(=O)CCCc2nc3ccccc3s2)c(=O)n(C)c1=O	-1.9	0.4	-1	3	-11	-12	-1	15
CC(C)(C)C(=O)NC(=S)N1CCOCC1	-2.4	0.0	-8	u	-2	x	-45	-4
Cc1cc(NC(=O)COC(=O)[C@@H](NS(=O)(=O)c2ccc(Br)cc2)C(C)C)no1	2.0	0.0	0	0	8	-16	-12	2
CCOc1ccccc1N(CC(=O)Nc1cccc2ccccc12)S(C)(=O)=O	2.0	0.0	-3	2	-4	-9	20	4
CO[C@@H]1CN(C)C(=O)c2cc(NS(=O)(=O)c3ccc(Cl)cc3)ccc2OC[C@@H](C)N(C)C[C@@H]1C	1.9	0.0	-4	-1	4	0	1	6
Cc1ccc(S(=O)(=O)Nc2ccc3c(c2)C(=O)N([C@H](C)CO)C[C@@H](C)[C@H](CN(C)C(=O)CCC(F)(F)F)OCCCC[C@@H](C)O3)cc1	0.9	0.0	-8	-3	9	-16	-14	-10
CCCS(=O)(=O)N1CCN(c2cc3c(cc2[N+](=O)[O-])n(C)c(=O)n3C)CC1	-5.0	0.0	2	2	-1	-12	7	-2
CCc1cccc(NC(=O)C2CCN(S(=O)(=O)c3cccs3)CC2)c1	x	x	-19	12	3	-10	x	x
O=C(Nc1ccccc1)NC(Cc1ccc(O)cc1)C(=O)O (stereo not drawn)	0.8	0.1	2	x	1	-4	-19	6
COc1ccc(OC)c(N(CC(=O)Nc2ccccc2)S(C)(=O)=O)c1	-0.7	x	2	-2	-7	-3	x	13
O=C1NC[C@H](CCCCN2CCN(CCC3CCCCC3)C(=O)C2=O)N(CCC2CCCCC2)C1=O	-4.0	0.2	x	7	2	-12	-2	-8
COc1ccc(S(=O)(=O)N2[C@@H]3CNC[C@H]2C3c2ccc(-c3ccccc3OC)cc2)cc1 (stereo partly drawn)	-4.2&-2.1	0.0&0.0	x	-10&-8	7&-1	8&-6	x	x
C[C@@H]1CN([C@@H](C)CO)C(=O)c2cc(NS(=O)(=O)c3cccs3)ccc2O[C@@H]1CN(C)C(=O)Nc1cccc2ccccc12	-2.1	-1.1	2	-5	0	-17	x	4
CC(C)C(NC(=O)c1ccccc1)C(=O)OCC(=O)N1CCN(c2ccccc2)CC1 (stereo not drawn)	-1.9	0.3	-1	-4	-4	-1	-1	-6
C[C@H](CO)N1C[C@H](C)[C@H](CN(C)S(C)(=O)=O)Oc2cc(-c3ccncc3)ccc2S1(=O)=O	-0.6	0.0	12	9	10	0	x	-3
O=C1OC(c2ccco2)=N/C1=C\c1ccc(-c2cccc(C(F)(F)F)c2)o1	3.8	0.0	x	-1	0	3	5	16
CS(=O)(=O)Nc1ccc(C(=O)Nc2ccc(S(=O)(=O)N3CCCC3)cc2)cc1	1.5	0.0	-4	1	5	-5	16	-3
C[C@@H]1CN([C@H](C)CO)S(=O)(=O)c2ccc(C#Cc3ccc(F)cc3)cc2O[C@@H]1CN(C)S(C)(=O)=O	5.4	1.4	-1	-6	1	-16	x	5
Cc1ccccc1NC(=O)CSc1nn2c(=O)c(C)nnc2s1	0.1	0.0	51*	x	-12	19	14	-1
CC1(C)CC(=O)C=C(c2ccc(Oc3ccccc3)cc2)C1	2.2	0.7	3	-22	5	-14	-115	-101
Cn1cc(CN2CCN(c3cnccn3)CC2)c(-c2cccc(Cl)c2)n1	0.7	0.0	-1	x	5	3	1	15
CCCCN(C(=O)COc1ccc(C)cc1OC)c1c(N)n(CCC)c(=O)[nH]c1=O	-2.2	0.0	-6	12	-3	3	-12	12
COc1ccc(OC)c(/C=N/NC(=O)CCc2ccc(O)c(O)c2)c1	x	0.0	0	x	x	38	3	x
Cc1ccn(C)c(=N)c1	-2.0	0.0	-7	4	2	14	-21	-1
O=C(/C=C\c1ccc2c(c1)OCO2)NC1(C(=O)Nc2ccc3c(c2)OCCO3)CCCCC1	x	0.1	5	x	x	-12	10	x
CCOCCOC(=O)c1[nH]c2c(c1C)C(=O)CC(c1ccccc1)C2 (stereo not drawn)	4.9	0.5	x	3	1	-24	82*	u
CCCNC(=O)C[C@H]1CC[C@@H]2[C@@H](COc3ccc(NC(=O)Nc4cccc(C)c4)cc3C(=O)N2C)O1	0.1	0.3	-3	-6	3	-3	4	-3
CCOC(=O)c1nc(N/N=C/c2ccccc2)sc1Br	1.6	0.1	-2	-2	-2	-10	25	-72
O=C(Nc1nnc([C@H]2C[C@H](O)[C@@H](CO)O2)s1)c1cccc(C(F)(F)F)c1	-1.6	0.0	x	-2	8	-12	-17	-17
CCOC(=O)N1CCN(C(=O)CSc2nnc(-c3ccc(C)c(C)c3)o2)CC1	0.1	0.5	-3	0	-8	9	-31	-3
CCCNC(=O)C[C@H]1CC[C@@H]2[C@H](COC[C@H](O)CN2C(=O)c2ccccn2)O1	-1.2	0.3	3	6	-19	0	-24	1
O=C(C[C@@H]1CC[C@@H]2[C@H](COC[C@H](O)CN2C(=O)Nc2ccccc2)O1)NC1Cc2ccccc2C1	1.0	0.4	26	-12	-1	9	16	-7
COc1ccc(C2(C)NC(=O)N(CC(=O)N(c3ccccc3)C3CCS(=O)(=O)C3)C2=O)cc1 (stereo not drawn)	-3.4	0.0	x	5	0	11	0	-1
C[C@H](NC(=O)c1ccco1)C(=O)N1CCN(c2ccc(C(F)(F)F)cn2)CC1	0.9	0.0	-9	12	3	-22	2	0
CN(C(=O)COC(=O)c1cc(=O)[nH]c2ccccc12)c1ccccc1	-1.5	-0.1	-12	12	-2	x	-15	-5
C[C@H](O)[C@@H](C(=O)N1CCN(C(=O)OC(C)(C)C)CC1)n1cc(CCCCNC(=O)OC(C)(C)C)nn1	-2.3	0.0	-14	4	0	-8	10	-14
O=C(c1cc(-c2cccc(O)c2)on1)N1CCN(C(c2ccccc2)c2ccccc2)CC1	2.5	-0.1	x	17	-2	-26	12	10
O=C(CCN1C(=O)C2C3CCC(C3)C2C1=O)OCC(=O)c1ccc(Cl)cc1 (stereo not drawn)	-3.7	0.3	-8	-4	-2	-34	10	-8

(listing goes on)
structure	F508del corr	XiGFP reactiv	ARNT TACC3 PPI	DENV2 CPE	ERp5 block	GSIS activator	PAX8 reporter	EWS-Fli inh
C[C@@H]1CCCCO[C@@H](CN(C)C(=O)C2CCCCC2)[C@@H](C)CN([C@@H](C)CO)C(=O)c2cc(NC(=O)Cc3ccccc3)ccc2O1	1.2	0.2	-1	u	-11	-24	3	-1
COC(=O)[C@]1(CCC(=O)OC(C)(C)C)N=C(c2ccc(OCCCO)cc2)O[C@@H]1c1ccccc1N=[N+]=[N-]	-0.5	x	3	-3	-3	x	-8	-10
CC(=O)CCc1oc2ccccc2c1-c1ccccc1	-0.1	1.1	-3	-4	1	23	-2	2
CCn1ncc([N+](=O)[O-])c1C(=O)Nc1c(C)nn(Cc2ccc(F)cc2)c1C	0.7	0.2	-4	2	-2	21	-2	-1
Cc1ccc(-c2cnc3c(c2)C(=O)N([C@@H](C)CO)C[C@H](C)[C@@H](CN(C)CC2CCCC2)O3)cc1	0.2	-0.1	5	0	0	20	12	37
O=S(=O)(NNC(=S)NCC1CCCO1)c1cc(Cl)ccc1Cl (stereo not drawn)	-1.3	-0.2	-33	-4	7	8	-2	x
CCc1ccc(OCC(=O)Nc2ccc3[nH]ncc3c2)cc1	-0.6	0.3	-3	1	3	5	7	-5
O=[N+]([O-])c1ccc(Cl)c(/C=N/n2c(COc3ccccc3)n[nH]c2=S)c1	-2.5	0.0	24	-3	-2	x	18	2
CN(C)CCCNc1nc2cc(-c3ccccc3CO)sc2c(=O)n1C	-3.6	0.0	x	-3	-1	x	18	0
CC(C)(O)C#Cc1ncc(C(F)(F)F)cc1Cl	-1.3	0.1	-8	-5	-5	7	-7	4
CN(C)S(=O)(=O)c1ccc(NC(=O)CN2C(=O)NC3(CCCC3)C2=O)cc1	-0.9	x	-1	-4	-2	-2	36	0
CN(C)CC/C=C1\c2ccccc2CSc2ccccc21	-6.3	-0.2	3	-7	-1	x	-3	2
COc1ccc(C)cc1NC(=O)CN1CCN(S(=O)(=O)c2ccc3ccccc3c2)CC1	5.2	-0.1	-3	16	3	-1	-15	0
O=C([C@@H]1[C@@H](CO)[C@@H]2Cn3c(ccc(-c4ccccc4)c3=O)[C@H]1N2CCC(F)(F)F)N1CCCCC1	-2.3	0.0	1	8	1	-22	7	-6
COC1=NC2=NCCN2C(OC)=N1	0.5	-0.1	-11	1	-5	6	8	-2
Cc1ccc(CNCC(=O)Nc2ccc(C)cc2Br)cc1	-1.2	0.1	-6	-2	3	-5	-16	11
COc1ccc(CN(C)C[C@H]2Oc3ccc(NC(=O)Nc4ccc5c(c4)OCO5)cc3C(=O)N([C@@H](C)CO)C[C@H]2C)cc1	-0.4	0.0	5	0	-1	-3	x	-1
CCOC(=O)c1cc2sccc2n1CC(=O)Nc1ccc(OC)cc1OC	-2.1	x	-3	-5	6	-13	x	7
C[C@H](CO)N1C[C@H](C)[C@H](CN(C)C(=O)Nc2cccc3ccccc23)Oc2ccc(NC(=O)Nc3ccc(C(F)(F)F)cc3)cc2CC1=O	1.1	0.4	-8	u	-15	-19	23	10
